mIDH1 inhibitor – qHTS for Inhibitors of mutant isocitrate dehydrogenase 1 (IDH1): qHTS. Isocitrate dehydrogenase [NADP] cytoplasmic (Homo sapiens), O75874. IDH1-R132H enzyme, NADPH consumption, diaphorase/resazurin fluorescence. Potency, µM (series often up to 76.6 µM), inactives show at the highest dose activity change, negative = inhibition, hits mostly inhibitors. actives 0.093% (n = 390,000); note: potency is the fitted concentration of half-maximal effect; % is set by controls: 0 for no effect and ±100 for the full control effect; nearly all actives have a fitted effect of over 65% in size
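IDH1-R132H (0.5 ug/mL dispensed) in pH 7.5 Tris buffer was preincubated 30 min with compound, then given a substrate mix of 0.016 mM NADPH and 2 mM alpha-KG for 80 min at room temperature; remaining NADPH was read by diaphorase/resazurin fluorescence.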
rTrxR1 inhibitor – qHTS Assay for Inhibitors of Mammalian Selenoprotein Thioredoxin Reductase 1 (TrxR1): qHTS | Thioredoxin reductase 1, cytoplasmic (Rattus norvegicus), O89049 | recombinant rTrxR1, NADPH fluorescence consumption, selenite substrate | Potency, µM (highest dose often 114 µM), without a hit: at the highest dose activity change, negative = inhibition, hits mostly inhibitors | actives 1% (n = 390,000) | AID 588453, 2011; note: potency is the fitted concentration of half-maximal effect; % is set by controls: 0 for no effect and ±100 for the full control effect; nearly all actives have a fitted effect of over 65% in size
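Rat TrxR1 (90 nM in the dispensed reagent) was pre-reduced with 400 uM NADPH for 5 min at room temperature, then incubated with compound for 15 min. After 400 uM selenite was added, NADPH fluorescence (Ex 340/Em 450 nm) was followed for 8 min.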
PGK inhibitor – qHTS Assay to Find Inhibitors of Phosphoglycerate Kinase. Phosphoglycerate kinase, glycosomal (Trypanosoma brucei brucei), P07378. PGK/GAPDH coupled, Kinase-Glo luminescence, 60 min. Potency, µM (series often up to 57.5 µM), for the others: top-dose activity change, negative = inhibition, usual class: inhibitors. actives 0.043% (n = 380,000). AID 602233, 2012; note: potency is the fitted concentration of half-maximal effect; % is set by controls: 0 for no effect and ±100 for the full control effect; nearly all actives have a fitted effect of over 60% in size
Target sequence (P07378 whole entry, looked up): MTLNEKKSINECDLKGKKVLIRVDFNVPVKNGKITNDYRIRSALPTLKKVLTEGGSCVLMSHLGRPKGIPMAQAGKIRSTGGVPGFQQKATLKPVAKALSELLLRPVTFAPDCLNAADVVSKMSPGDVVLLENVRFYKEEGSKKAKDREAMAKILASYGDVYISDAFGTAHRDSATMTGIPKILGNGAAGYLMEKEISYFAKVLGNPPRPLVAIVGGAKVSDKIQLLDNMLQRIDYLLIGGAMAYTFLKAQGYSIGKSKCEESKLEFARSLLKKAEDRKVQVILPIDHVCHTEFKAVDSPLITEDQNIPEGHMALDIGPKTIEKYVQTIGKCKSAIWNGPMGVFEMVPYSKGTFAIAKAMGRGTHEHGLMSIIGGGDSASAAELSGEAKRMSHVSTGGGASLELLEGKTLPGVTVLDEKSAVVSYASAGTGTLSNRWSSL
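Recombinant glycosomal PGK reaction used 1,3-bisphosphoglycerate generated in-well by GAPDH (100nM final) in 100mM TEA pH 7.6, 5mM MgCl2, 0.01% Tween-20. After 60 minutes at room temperature, ATP was read by Kinase-Glo Plus luminescence end-point.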
GLS inhibitor – qHTS for Inhibitors of Glutaminase (GLS); Glutaminase kidney isoform, mitochondrial (Homo sapiens), O94925; GLS enzymatic activity, qHTS titration; Potency, µM (titrated, usually from 45.5 µM), without a hit: at the highest dose activity change, negative = inhibition, hits mostly inhibitors; actives 0.21% (n = 410,000); AID 624170, 2012; note: potency is the fitted concentration of half-maximal effect; % is set by controls: 0 for no effect and ±100 for the full control effect
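Enzyme dispensed in phosphate buffer (45 mM, pH 8.2, 0.02% Tween-20), compounds pinned in, then 1 mM L-glutamine solution and the glutamate oxidase–HRP–Amplex Red mix added; fluorescence read immediately and again after 30 min at room temperature.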
USP1-UAF1 inh – Inhibitors of USP1/UAF1: Primary Screen | Ubiquitin carboxyl-terminal hydrolase 1 (Homo sapiens), O94782 | recombinant USP1/UAF1, Ub-Rhodamine cleavage fluorescence | Potency, µM (titrated, usually from 57.1 µM), inactives show at the top dose activity change, negative = inhibition, hits mostly inhibitors | actives 0.23% (n = 390,000) | AID 743255, 2014; note: potency is the fitted concentration of half-maximal effect; % is set by controls: 0 for no effect and ±100 for the full control effect; nearly all actives have a fitted effect of over 60% in size; inactives centre near -12
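1 nM enzyme complex + cpd, 15 min RT; start with Ub-Rho 150nM final; kinetic fluorescence ex 480/em 540, 6 reads q60 s. Buffer 50mM HEPES pH 7.8, 0.5mM EDTA, 0.1 mg/ml BSA, 1mM TCEP, 0.01% Tween-20.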
PI4K2A block – qHTS for small molecular inhibitors of PI4K2A; purified PI4K2A, ADP-Glo luminescence, 1 h; active compounds read low; actives 0.13% (n = 420,000); activity change, negative = inhibition, % at 76.9 µM; in the data active = activity change below about -50%; inconclusive = mostly about -30% to -49%;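 note: -100% = wells without enzyme as full effect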
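PI4K2A activity was measured by ADP-Glo luminescence: enzyme (4 ug/mL stock) and phosphatidylinositol (1.2 mM stock) in Tris pH 7.5/MgCl2/EGTA/Triton X-100 buffer were reacted with ATP (300 microM stock) for one hour at ambient temperature.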
TrxR1 substrate – qHTS Assay for Substrates of Mammalian Selenoprotein Thioredoxin Reductase 1 (TrxR1): qHTS; Thioredoxin reductase 1, cytoplasmic (Rattus norvegicus), O89049; purified TrxR1 substrate turnover, NADPH consumption readout; Potency, µM (titrated, usually from 114 µM), inactives show at the highest dose activity change, negative = substrate turnover; actives 0.01% (n = 390,000); note: potency is the fitted concentration of half-maximal effect; % is set by controls: 0 for no effect and ±100 for the full control effect; nearly all actives have a fitted effect of over 50% in size
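Rat TrxR1, dispensed at 90 nM, was prereduced with 400 uM NADPH (final) for 5 min at ~22 deg C, then incubated with compound 15 min before 400 uM selenite. A first-read NADPH fluorescence drop versus no-compound background flagged substrates.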
Pin1 inh – qHTS Assay to Find Inhibitors of Pin1 | Peptidyl-prolyl cis-trans isomerase NIMA-interacting 1 (Homo sapiens), Q13526 | Pin1 FP peptide displacement, HiFluor488, 10 min | Potency, µM (titrated, usually from 115 µM), for the others: top-dose activity, negative = inhibition, hits mostly inhibitors | actives 0.009% (n = 390,000); active = well fitted inhibition curve with a large enough effect in the polarisation, with a control signal flat, not every such curve was filed as active; inconclusive = small, poorly fitted or top-dose-only effect, or effect the other way, or a change in a side signal; inactive = no such curve, though single readings can be large or run the other way; the % refers to the polarisation; note: potency is the fitted concentration of half-maximal effect; % is set by controls: 0 for no effect and ±100 for the full control effect
Target sequence (Q13526 whole entry, looked up): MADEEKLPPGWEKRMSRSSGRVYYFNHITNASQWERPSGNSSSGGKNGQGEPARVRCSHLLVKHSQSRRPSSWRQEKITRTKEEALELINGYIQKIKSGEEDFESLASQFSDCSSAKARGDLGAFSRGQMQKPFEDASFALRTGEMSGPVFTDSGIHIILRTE
HP1b chromo inh – HTS for Inhibitors of HP1-beta Chromodomain Interactions with Methylated Histone Tails; Potency, µM (doses to about 114 µM), inactives show at the top dose activity change, negative = inhibition, hits mostly inhibitors; Chromobox protein homolog 1 (Homo sapiens), P83916; actives 0.56% (n = 390,000); AlphaScreen HP1-beta / biotin-H3K9me3 peptide binding; note: potency is the fitted concentration of half-maximal effect; nearly all actives have a fitted effect of over 70% in size; inactives centre near 23
Target sequence (P83916 whole entry, looked up): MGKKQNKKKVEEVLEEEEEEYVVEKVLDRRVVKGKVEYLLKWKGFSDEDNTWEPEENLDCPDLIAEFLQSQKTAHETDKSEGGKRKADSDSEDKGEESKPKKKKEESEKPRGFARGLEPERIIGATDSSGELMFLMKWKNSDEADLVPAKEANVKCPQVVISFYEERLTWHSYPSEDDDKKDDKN
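AlphaScreen: HP1-beta (50 nM) preformed 30 min with biotin-H3(1-18)K9me3 peptide (50 nM) in PBS pH 7.4, 0.01% Tween-20. Compound added for 30 min at RT, then streptavidin donor/nickel chelate acceptor beads (10 ug/mL) for 30 min.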
Active calls of the source: *; i = inactive; ? = inconclusive; . = no result given; [ ] = remark or other dose. Unless noted, calls come from the whole dose curve; as a rule, active = well fitted curve in the direction sought with a large enough effect; inconclusive = small, poorly fitted or top-dose-only effect, or another doubt; inactive = no such curve, though single readings can be large; an effect the other way counts as inactive or inconclusive. A portion of the library; the hit share may differ from the screen's.

SMILES	mIDH1 inhibitor	rTrxR1 inhibitor	PGK inhibitor	GLS inhibitor	USP1-UAF1 inh	PI4K2A block	TrxR1 substrate	Pin1 inh	HP1b chromo inh
COc1ccc(CCC(C)N2CCC(Oc3ccc(C(=O)N4CCCC4)cc3)CC2)cc1 (centres undefined)	7%	?	i	8%	-8%	-4	-2%	0%	30%
CCCCN(C)CCCNC(=O)Cn1nc(CC)n2c(cc3sc(C)cc32)c1=O	-2%	3%	-2%	3%	-14%	-2	5%	0%	39%
CCCOc1c(Cl)cc(C(=O)N(Cc2cccc(OC)c2)C2CCS(=O)(=O)C2)cc1Cl (centres undefined)	8%	13%	-10%	-1%	-14%	0	-8%	31%[activator]	42%[activator]
Cc1ccc2oc(-c3ccc(Cl)c(NC(=O)c4ccc(OC(C)C)cc4)c3)nc2c1	-19%	-6%	-5%	0%	10%	-1	2%	4%	20%
COc1ccc(C(CC(=O)N2CCCC2)c2ccc(F)cc2)cc1 (centres undefined)	2%	1%	-9%	3%	-11%	2	1%	-6%	-2%
CN(C(=O)COC(=O)Cc1ccccc1[N+](=O)[O-])C1CCS(=O)(=O)C1 (centres undefined)	13%	6%	i	-4%	-17%	-3	2%	-3%	48%[activator]
CC(C)=CCN1CCN(Cc2cccn2-c2ccccn2)CC1CCO (centres undefined)	1%	-53%	7%	5%	-13%	0	11%[57.1 µM]	3%	0%
COC(=O)COn1c(-n2nc(C)cc2C)nc2ccccc2c1=O	0%	-7%	-8%	-2%	-6%	8	-2%	4%	9%
CCC1OC2(C)OC(=N)C1(C#N)C(C#N)(C#N)C2c1ccccc1 (centres undefined)	2%	?	-3%	18%	-19%	-6	193%[activator]	?	14%
O=C(NC1CCCCCC1)C(=S)N1CCOCC1	6%	-13%[57.1 µM]	3%	8%	?	-9	6%[57.1 µM]	-13%	?
CC(=O)N1CCCc2cc(S(=O)(=O)NCc3cccc(C)c3)ccc21	-7%	22%[57.1 µM]	7%	0%	?	2	4%[57.1 µM]	-6%	31%[57 µM]
C/C(=N\NC(=O)c1c(Br)c(C)nn1C)c1cccc(NC(=O)c2ccccc2F)c1	1%	-9%[57.1 µM]	-4%	6%	-18%	1	0%[57.1 µM]	-2%	4%
Cn1nc(C(C)(C)C)cc1C(=O)NN1CCOCC1	0%	11%	-3%	1%	-17%	-7	2%	-8%	30%
COc1ccc(NC(=S)NCc2ccco2)c(OC)c1	1%	-15%[57.1 µM]	1%	33%	4%	9	6%[57.1 µM]	-1%	-8%
O=C(NC1CCCc2ccccc21)c1ccccc1Cl (centres undefined)	3%	-4%[57.1 µM]	-7%	-10%	-20%	2	1%[57.1 µM]	0%	58%[activator]
COc1cccc(-n2nc(C(=O)N3CCN(Cc4ccccc4)CC3)c3ccccc3c2=O)c1	0%	-15%	-8%	15%	-8%	0	-2%	-4%	3%
O=[N+]([O-])c1ccc(N/N=C/c2c[nH]c3ccccc23)cc1	3%	2%	-4%	?	-2%	2	-12%	111%[activator]	?
Cc1cc(C(=O)CN2c3cccc4cccc(c34)S2(=O)=O)c(C)n1C	1%	10%	i	-1%	-15%	-11	6%	2%	1%
Cc1ccc(NC(=O)COC(=O)[C@H](C)NC(=O)c2ccccc2)cc1S(=O)(=O)N1CCOCC1	17%	19%	-9%	0%	-10%	-4	-4%	-3%	36%[activator]
CC1=CC(=O)C=C(C)C1=NOc1ccccc1[N+](=O)[O-]	3%	?	10%	4%	-4%	3	-8%	-2%	5%
CN(CC(=O)Nc1ccccc1Br)C(=O)COc1cccc2c1OC(C)(C)C2	8%	-3%	i	-3%	-10%	-1	-3%	-1%	18%
N#Cc1c(-c2ccccc2)cc(-c2cccs2)nc1SCC(=O)O	-7%	-3%[57.1 µM]	-5%	?	-18%	4	19%[57.1 µM]	-19%	4%
CC(C)NC(=O)C(=O)NCc1ccccn1	26%	21%	-9%	3%	-24%	3	3%	3%	35%
CCc1ccccc1NC(=O)CCNC(=O)Cn1ccc2ccccc2c1=O	-6%	13%	-8%	2%	1%	-3	2%	-3%	17%
CC(=O)c1ccc(NC(=S)NNC(=O)c2ccncc2)cc1	4%	?	-6%	17%	-20%	1	-19%	1%	-4%
Cc1cccc(Cn2c(=O)n(CC3CCC(C(=O)N4CCOCC4)CC3)c(=O)c3sccc32)c1 (centres undefined)	4%	22%[57.1 µM]	-10%	-7%	-2%	2	4%[57.1 µM]	1%	48%[activator]
O=C(CN1CCC(O)(c2ccc3c(c2)OCO3)CC1)N1CCOCC1	2%	9%	-3%	-1%	-4%	0	10%	-1%	25%
CCCNc1c(NS(=O)(=O)c2ccc(Br)cc2)c(=O)oc2ccccc12	7%	9%	-8%	21%	-13%	1	3%	6%	36%
CCCNS(=O)(=O)c1ccc(NC(=O)Cc2cccs2)cc1	0%	7%	2%	10%	-15%	2	1%	1%	56%[activator]
Cc1ccccc1-c1nnn(CC(=O)Nc2sc3c(c2C#N)CCC(C(C)(C)C)C3)n1 (centres undefined)	-4%	12%	-3%	-9%	-11%	2	2%	-5%	26%
N#CCCn1ncn(-c2ccccc2)c1=S	1%	20%[57.1 µM]	-5%	0%	-9%	0	9%[57.1 µM]	-1%	20%
Cc1ccc(Cn2c(C(C)Nc3nc(C)cs3)nc3cc(Cl)c(Cl)cc32)cc1 (centres undefined)	10%	-7%[57.1 µM]	-9%	0%	-25%	-4	-7%[57.1 µM]	10%	20%
Cc1nn(-c2ccccc2)c(=O)c2ccccc12	-3%	15%[57.1 µM]	22%	16%	-25%	4	6%[57.1 µM]	-3%	11%
Cn1cccc1-c1nc2ccc(NC(=O)c3ccc([N+](=O)[O-])cc3)cc2[nH]1	-1%	-13%	-1%	-7%	-13%	7	-5%	-6%	21%
CN(C)C(=O)CCc1ccc2c3c([nH]c2c1)[C@]1(C)[C@@H](C(=O)N2CCOCC2)C[C@H](CC(=O)NCCC2=CCCCC2)C(=O)N1CC3	1%	11%	-8%	-9%	-22%	2	-1%	-1%	42%[activator]
Cc1cc(C)n2nc(-c3ccc(F)cc3)cc2n1	-11%	.	-8%	-6%	-24%	0	.	.	.

5 successive records out of the list so far, quoted:
SMILES	mIDH1 inhibitor	rTrxR1 inhibitor	PGK inhibitor	GLS inhibitor	USP1-UAF1 inh	PI4K2A block	TrxR1 substrate	Pin1 inh	HP1b chromo inh
COc1ccc(CCC(C)N2CCC(Oc3ccc(C(=O)N4CCCC4)cc3)CC2)cc1 (centres undefined)	7%	?	i	8%	-8%	-4	-2%	0%	30%
CCCCN(C)CCCNC(=O)Cn1nc(CC)n2c(cc3sc(C)cc32)c1=O	-2%	3%	-2%	3%	-14%	-2	5%	0%	39%
CCCOc1c(Cl)cc(C(=O)N(Cc2cccc(OC)c2)C2CCS(=O)(=O)C2)cc1Cl (centres undefined)	8%	13%	-10%	-1%	-14%	0	-8%	31%[activator]	42%[activator]
Cc1ccc2oc(-c3ccc(Cl)c(NC(=O)c4ccc(OC(C)C)cc4)c3)nc2c1	-19%	-6%	-5%	0%	10%	-1	2%	4%	20%
COc1ccc(C(CC(=O)N2CCCC2)c2ccc(F)cc2)cc1 (centres undefined)	2%	1%	-9%	3%	-11%	2	1%	-6%	-2%

Following part
SMILES	mIDH1 inhibitor	rTrxR1 inhibitor	PGK inhibitor	GLS inhibitor	USP1-UAF1 inh	PI4K2A block	TrxR1 substrate	Pin1 inh	HP1b chromo inh
Cc1ccc(S(=O)(=O)N(CC(=O)Nc2cccnc2)c2cc(Cl)ccc2C)cc1	?	5%	-6%	3%	-4%	-6	-7%	?	14%
O=C(Cn1c(=O)ccc2cc(S(=O)(=O)N3CCCC3)ccc21)NCc1ccc(Cl)cc1	-1%	17%[57.1 µM]	-8%	1%	-21%	-1	-4%[57.1 µM]	-3%	21%[57 µM]
O=C(NCc1ccccc1Cl)c1cnccc1C(F)(F)F	1%	14%[57.1 µM]	-9%	3%	-16%	-1	12%[57.1 µM]	-6%	26%
Cc1cc(C)cc(OCC(=O)OCC(=O)NC2CCCCCCC2)c1	5%	3%	-1%	4%	-22%	1	-7%	?	48%[activator]
Cc1cccc(OCc2n[nH]c(=S)n2C2CCCCC2)c1	4%	-18%	-10%[11.5 µM]	-3%	4%	-1	-5%	-4%	5%
